Compound activity (PubChem BioAssay)
FLuc counter: firefly luciferase modulation, counter-screen for miR-21 project | P08659 | Potency, µM (highest dose often 57.5 µM), for inactives: at the top dose activity change, negative = inhibition, actives largely listed as inhibitors | AID 588342 | 360,000 tested, 6.9% active | purified FLuc, Km substrates, luminescence inhibition;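 note: potency is the fitted concentration of half-maximal effect; plate controls were vehicle for no effect and reference inhibitor for full effect; nearly all actives have a fitted effect of over 55% in size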
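Purified P. pyralis luciferase, 10 nM final, with Km-level 10 uM D-luciferin and 10 uM ATP in 50 mM Tris acetate pH 7.5, 10 mM Mg acetate, 0.01% Tween-20, 0.05% BSA; 6-point qHTS titration about 60 µM downward; luminescence read.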
BRCA1 expr up: increases BRCA1 expression. MCF7-BRCA1-FFLuc reporter, luminescence, 48 h; response scale: scaled: vehicle 0%, 10 µM genistein 100%. Potency, µM (highest dose often 46.1 µM), for the others: top-dose activation, actives largely listed as activators. 380,000 tested, 1.1% active. AID 624202; note: potency is the fitted concentration of half-maximal effect; nearly all actives have a fitted effect of over 80% in size; some results filed as inactive show a strong effect at the top dose
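MCF7-BRCA1-FFLuc cells, 2000/well in phenol-red-free MEM, attached 2 h then treated 48 h at 37 C. Luciferase luminescence read 15 min after reagent; normalized to genistein maximum activation (10microM) and DMSO, concentration-response fitted.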
VP16 counter: inhibits Gal4-VP16 luciferase reporter, ROR gamma counter-screen | Potency, µM (titrated, usually from 53.6 µM), for inactives: at the top dose activity, negative = inhibition, usual class: inhibitors | Drosophila S2 Gal4-VP16 UAS-luciferase, luminescence, 20 h | 310,000 tested, 3.5% active;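 note: Gal4-VP16 expression switched on by copper sulfate through the metallothionein promoter; potency is the fitted concentration of half-maximal effect; % is set by controls: 0 for no effect and ±100 for the full control effect; nearly all actives have a fitted effect of over 50% in size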
p53 reactivator: re-activators of mutant p53; H1299 p53-A138V BP100-luciferase reporter, luminescence, 24 h; 320,000 tested, 0.063% active; AID 504706; Potency, µM (doses to about 92.2 µM), inactives show at the top dose activity change, positive = activation, actives largely listed as activators; note: potency is the fitted concentration of half-maximal effect; % of control where 0% means no effect; nearly all actives have a fitted effect of over 45% in size
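p53-null H1299 cells stably carrying temperature-sensitive p53-A138V and a BP100-luciferase reporter were pinned with compounds (4-point, 1:5 series) and held 24 hrs at 37 deg C. Luminescence was read 10 min after detection reagent.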
Giardia killer: Giardia lamblia killing | Giardia lamblia trophozoite viability | activity change, % at 7.66 µM, hits read low | 340,000 tested, 0.15% active | AID 540267; in the data active = activity change below about -80%; inconclusive = between about -30% and that limit;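 note: parasites exposed to compound for two days anaerobically before the ATP read; % is set by controls: 0 for no effect and ±100 for the full control effect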
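Anaerobic 48 hrs incubation at 37 deg C of 100 trophozoites/well with test compounds; ATPLite 1-Step luminescence, 15-30 min RT, reports cellular ATP as viability.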
ELG1 genotoxic: genotoxicity induction in ELG1-luciferase HEK293T cells; AID 504466; Potency, µM (highest dose often 46 µM), for inactives: at the top dose activity change, positive = activation, usual class: activators; HEK293T ELG1-luciferase reporter, luminescence, 16 h; 330,000 tested, 1.3% active; note: potency is the fitted concentration of half-maximal effect; % of control where 0% means no effect; nearly all actives have a fitted effect of over 60% in size
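HEK293T cells expressing luciferase-tagged ELG1 were treated with compound or DMSO for 16 hr at 37°C. Luciferase activity was then read after 30 min with ONE-Glo at room temperature; rising signal flags genetic stress.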
Rab9 promoter act: activators of Rab9 promoter; Huh7 Rab9 promoter-luciferase reporter, luminescence, 24 h; Potency, µM (titrated, usually from 9.22 µM), inactives show at the highest dose activation, negative = inhibition, actives largely listed as activators; 320,000 tested, 2.8% active; AID 485297; note: potency is the fitted concentration of half-maximal effect; % of control where 0% means no effect; nearly all actives have a fitted effect of over 60% in size
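Using Huh7 cells stably transfected with Rab9 promoter–luciferase, compounds were incubated 24 h at 37 °C, 5% CO2; luciferase luminescence was read 10 min after reagent addition.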
RORgamma inh: inhibitors of mouse ROR gamma transcriptional activity; Potency, µM (highest dose often 53.6 µM), inactives show at the top dose activity change, negative = inhibition, most hits filed as inhibitors; AID 2551; 310,000 tested, 5.4% active; Drosophila S2 Gal4-RORgamma UAS-luciferase reporter, 20 h; P51450; note: potency is the fitted concentration of half-maximal effect; % is set by controls: 0 for no effect and ±100 for the full control effect; nearly all actives have a fitted effect of over 60% in size
Target sequence (P51450 whole entry, looked up, the tested form may be a part): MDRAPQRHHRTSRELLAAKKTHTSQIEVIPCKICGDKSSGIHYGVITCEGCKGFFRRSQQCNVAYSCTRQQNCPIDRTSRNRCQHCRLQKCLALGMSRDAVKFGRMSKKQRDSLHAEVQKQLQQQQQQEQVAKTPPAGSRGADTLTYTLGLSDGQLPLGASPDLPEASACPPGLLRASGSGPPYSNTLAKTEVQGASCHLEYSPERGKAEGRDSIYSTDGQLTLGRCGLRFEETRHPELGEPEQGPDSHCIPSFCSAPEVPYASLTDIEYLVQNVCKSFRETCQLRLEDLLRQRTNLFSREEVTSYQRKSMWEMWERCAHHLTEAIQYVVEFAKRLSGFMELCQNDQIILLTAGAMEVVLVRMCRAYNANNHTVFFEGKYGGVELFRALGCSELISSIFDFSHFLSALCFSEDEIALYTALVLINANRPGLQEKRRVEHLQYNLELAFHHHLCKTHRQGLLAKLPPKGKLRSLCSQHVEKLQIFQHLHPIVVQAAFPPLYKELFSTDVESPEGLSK
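ROR gamma transcriptional activity was tracked as Gal4-UAS luciferase output in stably transfected Drosophila Schneider cells, with compound added 1 hr before 700 uM copper sulfate induction and a 20 hr ambient-temperature incubation.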
Menin-MLL TR inh: inhibitors of human menin-MLL interaction, mutant MLL peptide; 270,000 tested, 0.23% active; O00255; Potency, µM (doses to about 61.6 µM), inactives show top-dose FP activity change, negative = inhibition, hits mostly inhibitors; Menin + Texas Red MLL mutant peptide, fluorescence polarization; active = well fitted inhibition curve with a large enough effect in the polarisation, with a control signal flat, not every such curve was filed as active; inconclusive = small, poorly fitted or top-dose-only effect, or effect the other way, or a change in a side signal; inactive = no such curve, though single readings can be large or run the other way; the % refers to the polarisation; note: potency is the fitted concentration of half-maximal effect; % of control where 0% means no effect; many of its hits are not listed in these tables
PKM2 activator: PKM2 (human) enzyme activation. P14618. purified PKM2, Kinase-Glo ATP luminescence, activation; response scale: 0% is enzyme alone, no compound. Potency, µM (titrated, usually from 57.5 µM), inactives show at the highest dose activation, hits mostly activators. 260,000 tested, 0.34% active; note: potency is the fitted concentration of half-maximal effect; % is set by controls: 0 for no effect and ±100 for the full control effect; nearly all actives have a fitted effect of over 55% in size
Target sequence (P14618 whole entry, looked up): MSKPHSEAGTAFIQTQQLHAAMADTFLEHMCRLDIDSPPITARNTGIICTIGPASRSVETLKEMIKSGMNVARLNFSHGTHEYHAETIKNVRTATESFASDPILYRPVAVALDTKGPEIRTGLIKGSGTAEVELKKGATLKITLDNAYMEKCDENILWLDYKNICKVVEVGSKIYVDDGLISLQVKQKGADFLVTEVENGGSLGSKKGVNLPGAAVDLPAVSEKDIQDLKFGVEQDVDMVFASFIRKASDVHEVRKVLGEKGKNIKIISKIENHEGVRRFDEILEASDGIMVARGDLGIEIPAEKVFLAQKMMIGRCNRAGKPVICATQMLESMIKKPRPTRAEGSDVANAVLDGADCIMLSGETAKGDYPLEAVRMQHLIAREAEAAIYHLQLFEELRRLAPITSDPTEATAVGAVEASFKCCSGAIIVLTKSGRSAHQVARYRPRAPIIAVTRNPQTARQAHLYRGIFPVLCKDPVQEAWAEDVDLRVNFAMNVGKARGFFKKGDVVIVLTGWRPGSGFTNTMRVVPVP
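ATP formation by purified human PK-M2, quantified via coupled luciferase luminescence after 1 h at room temperature with 0.1 mM ADP and 0.5 mM PEP final.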
NPC1 prom act: NPC1 promoter activation. Huh7 NPC1 promoter luciferase reporter, 24 h. 320,000 tested, 2.4% active. Potency, µM (titrated, usually from 9.22 µM), inactives show top-dose activation, most hits filed as activators;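 note: potency is the fitted concentration of half-maximal effect; % of control where 0% means no effect; nearly all actives have a fitted effect of over 60% in size; reporter is driven by a mutant NPC1 promoter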
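Luciferase expression driven by the NPC1 promoter was measured in stably transfected Huh7 cells after a 24 h compound incubation, using a luciferase reagent and a luminescence read.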
The depositor's hits bear a star; ? = inconclusive; nt = no result given; [ ] = dose if it differs, or a comment. Unless noted, calls come from the whole dose curve; as a rule, active = well fitted curve in the direction sought with a large enough effect; inconclusive = small, poorly fitted or top-dose-only effect, or another doubt; inactive = no such curve, though single readings can be large; an effect the other way counts as inactive or inconclusive. These rows are one share of the data (hit frequency here may not be typical).

Compound	FLuc counter	BRCA1 expr up	VP16 counter	p53 reactivator	Giardia killer	ELG1 genotoxic	Rab9 promoter act	RORgamma inh	Menin-MLL TR inh	PKM2 activator	NPC1 prom act
CCc1c(C)nc(N)n2c(SCC(=O)NC3CCCCC3)nnc12	4%	-9%	-2%	3%	0	-16%	13%	-5%	nt	nt	-1%
CCS(=O)(=O)N1Cc2ccccc2CC1C(=O)Nc1nnc(C2CC2)s1 (configuration not stated)	-5%	17%	-10%	?	-5	-1%	2%	10%	-14%	11%	0%
CCc1ccc(S(=O)(=O)Nc2ccc(O)c3ccccc23)cc1	1%	-36%	-10%	-9%	2	-10%	-2%[1.84 µM]	-27%	?	nt	-3%
Cc1noc(C)c1C(=O)OCC(=O)NC(c1ccccc1)c1ccccc1	3%	-14%	-6%	1%	-9	3%	-3%	-1%	-3%	-1%	1%
Cc1ccc(CNC(=O)CCC(=O)c2cccs2)cc1	-20%	0%[1.84 µM]	-3%	-1%	8	0%	1%	13µM*	0%	2%	-1%
O=C(/C=C/c1ccccc1)NC(=S)NNC(=O)Cc1cccs1	-3%	-47%	5µM*	19%	-6	1%	17%	2.5µM*	?	-20%	7%
CC(C)N(CCO)Cc1nc(C(c2ccccc2)c2ccccc2)no1	-1%	-1%	-14%	nt	17	0%	3%	32%	-15%	-2%[11.5 µM]	0%
CCOC(=O)c1nc(C)sc1-c1ccnn1S(=O)(=O)c1ccc(Cl)cc1Cl	-3%	-6%	-8%	0%	21	0%	0%	-15%	nt	8%	7%
O=C(Nc1cccc2[nH]ncc12)NS(=O)(=O)c1ccccc1	-9%	-41%	-2%	-3%	11	-2%	-6%	-16%	-24%	nt	1%
O=C(/C=C/c1cccc([N+](=O)[O-])c1)NCc1ccccc1	-2%	5%	11%	-1%	-16	-8%	0%	37%	-3%	-1%	1%
Cc1ccc(-c2nnc(Nc3ccc4c(c3)OCO4)c3ccccc23)cc1S(=O)(=O)NC(C)C	5.4µM*	-81%[inhibitor]	0%	-9%	-6	-6%	-1%	?	6%	0%	1%
Cn1c(Oc2ccccc2)c(C=O)c2ccccc21	-2%	12%	5%	-5%	3	-8%	0%	-1%	-10%	0%	2%
CCc1nn2c(N(C)CCO)cc(C)nc2c1-c1ccc(F)cc1	-5%	0%	-12%	-4%	14	1%	-2%	14%	8%	?	-4%
CC(=O)Nc1ccc(S(=O)(=O)NCCC(=O)NCCc2ccc(F)cc2)cc1	1%	-16%	-2%	-3%	0	1%	3%	-4%	-1%	2%	-6%
COc1ccc(Nc2nc(NCc3ccco3)nc(N/N=C/c3ccc(O)cc3)n2)cc1	15µM*	-36%	?	?	15	-7%	1%	-36%[10 µM]	?	1%	-1%
CCCCOc1ccc(C(=O)Nc2ccc(N3CCN(C)CC3)cc2)cc1	-12%	-31%	-1%	-4%	7	5%	-4%	-16%	-22%	-3%	-3%
CCN(CC)S(=O)(=O)c1ccc2c(c1)nc(CCC(=O)OCC(=O)Nc1cc(OC)cc(OC)c1)n2C	-1%	-26%	-19%	4%	3	1%	-4%	19%	-2%	-5%	0%
Cc1noc(C)c1CSCC(=O)N(C)CC(=O)Nc1ccc(F)cc1	-5%	-8%	nt	-4%	3	-1%	0%	nt	nt	nt	-2%
C[C@@H](C(=O)N1CCN(Cc2ccc3c(c2)OCO3)CC1)n1nnc2ccccc2c1=O	2%	-28%	7%	-2%	46[activator]	-7%	0%	19%	-18%	nt	1%
Cn1c(CNC(=O)c2ccc3c(c2)OCO3)nnc1SCC(=O)Nc1ccc(F)cc1F	?	-23%	-4%	5%	-5	8%	-1%	-17%	0%	-11%	0%
CCOC(=O)c1cc(NC(=O)SCC(=O)O)c(C)nc1C	-1%	11%	2%	7%	1	0%	-7%[1.84 µM]	-1%	1%	-2%	-3%
CN(C(=O)COc1ccccc1)c1nnc(-c2cccnc2)s1	3%	2%	-4%	5%	-14	0%	-2%	27%	-13%	0%	2%
CCOC(=O)c1ccc(NC(=O)c2sc3nc4n(c(=O)c3c2C)CCC4)cc1	-2%	35%	-1%	-2%	-8	1%[9.26 µM]	-1%	23%	20%	nt	0%
COc1ccc(S(=O)(=O)Nc2ccc(F)cc2)c(C)c1C	0%	-12%	?	0%	20	-9%	-5%	32%	?	?	0%
Cc1ccc(N(CC(=O)NC2CC3CCC2C3)S(C)(=O)=O)cc1C (configuration not stated)	2%	5%	7%	2%	16	-2%	1%	-35%	-5%[11.7 µM]	-1%	-2%

Arranged by the number under p53 reactivator (falling): some entries from above.
| structure | p53 reactivator |
| --- | --- |
| CCOC(=O)c1cc(NC(=O)SCC(=O)O)c(C)nc1C | 7% |
| O=C(/C=C/c1cccc([N+](=O)[O-])c1)NCc1ccccc1 | -1% |
| C[C@@H](C(=O)N1CCN(Cc2ccc3c(c2)OCO3)CC1)n1nnc2ccccc2c1=O | -2% |
| CCc1nn2c(N(C)CCO)cc(C)nc2c1-c1ccc(F)cc1 | -4% |
| Cc1ccc(-c2nnc(Nc3ccc4c(c3)OCO4)c3ccccc23)cc1S(=O)(=O)NC(C)C | -9% |

Following part
Compound	FLuc counter	BRCA1 expr up	VP16 counter	p53 reactivator	Giardia killer	ELG1 genotoxic	Rab9 promoter act	RORgamma inh	Menin-MLL TR inh	PKM2 activator	NPC1 prom act
CC[C@H](C)[C@H](NC(=O)c1ccc(Cl)cc1)C(=O)OCC(=O)c1ccc2c(c1)NC(=O)CO2	-16%	-65%	?	-8%	-5	0%	0%	-110%	1%	-1%	-2%
C/C(N)=C(/C#N)C(=O)CSc1nc2cc(Cl)ccc2c(=O)n1Cc1ccco1	2%	-1%	14%	3%	-2	0%	-5%	-20%	?	18%	6%
CCc1c(C)[nH]c(=S)c(C#N)c1C	?	2%	?	5%	28	2%	-4%	?	14%	-14%	-1%
CCOc1ccc2nc(-c3ccccc3)nc(SCC(=O)OC)c2c1	?	-19%	-7%	1%	1	-1%	1%	-4%	-11%	2%	-1%
Cc1coc2c1c(C)cc1oc(=O)c(CC(=O)NCC(=O)NCC(=O)O)c(C)c12	?	1%	-1%	0%	7	1%	0%	12%	-19%	nt	-2%
O=C(NCCCc1ccccc1)c1ccncc1	0%	10%	?	0%	-3	-2%	-4%	19%	22%	-2%	-1%
COc1ccccc1-c1nnc2sc(COc3ccc(Cl)cc3)nn12	1%	-25%	-9%	-18%	4	-9%	2%	?	-18%	2%	-2%
COc1ccccc1Cn1c(=S)[nH]c2ccc(Br)cc2c1=O	1%	-16%	5.6µM*	0%	-24	-2%	-7%	2µM*	18%	nt	2%
C=CCN(c1ccccc1)S(=O)(=O)c1cccc(C(=O)Nc2ncccc2O)c1	4%	-22%	nt	1%	45[activator]	-4%	0%	nt	nt	nt	-5%
COc1ccc(/C=N/NC(=O)c2ccc3nc[nH]c3c2)cc1OC	?	47%	-6%	5%	0	-5%	-4%	-12%	nt	2%	0%
Cc1occc1C(=O)N1CCCC(CO)(Cc2ccc(F)cc2F)C1 (configuration not stated)	0%	-1%	2%	0%	-9	-6%	3%	0%	nt	8%	-4%
COc1ccc(Nc2ccccc2N)cc1	-15%	4%	?	6%	5	11%	-37%[inhibitor]	?	?	0%	-16%
O=C(CCSc1nc(-c2ccco2)cc(C(F)(F)F)n1)N1CCN(c2ccccc2)CC1	0%	-38%	7%	-6%	-1	-10%	-7%	1%	-3%	0%	-2%

A portion from the list above, for reference:
Compound	FLuc counter	BRCA1 expr up	VP16 counter	p53 reactivator	Giardia killer	ELG1 genotoxic	Rab9 promoter act	RORgamma inh	Menin-MLL TR inh	PKM2 activator	NPC1 prom act
COc1ccc(Nc2ccccc2N)cc1	-15%	4%	?	6%	5	11%	-37%[inhibitor]	?	?	0%	-16%
O=C(CCSc1nc(-c2ccco2)cc(C(F)(F)F)n1)N1CCN(c2ccccc2)CC1	0%	-38%	7%	-6%	-1	-10%	-7%	1%	-3%	0%	-2%

An excerpt from above with just p53 reactivator, RORgamma inh and VP16 counter.
SMILES	p53 reactivator	RORgamma inh	VP16 counter
O=C(NCCCc1ccccc1)c1ccncc1	0%	19%	?
COc1ccc(Nc2ccccc2N)cc1	6%	?	?
